Pf apPOL block: Pf-apPOL inhibitors, biochemical, fluorescence | Recombinant Pf-apPOL, molecular beacon fluorescence, 1.5 h | AID 1794808, 2022 | inhibition, % at 10 µM | hit rate 0.25% among 210,000 | Plasmodium falciparum apicoplast DNA polymerase (apPOL)
mHTT CaM bind: mutant huntingtin-calmodulin interaction inhibitors – biochemical, AlphaScreen, primary screen; inhibition, % at 15 µM; AlphaScreen His-mHTT/GST-CaM binding, luminescence; P42858; AID 1671202, 2021; hit rate 3.6% among 190,000;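 further: 0% = both proteins with DMSO and 100% = one protein alone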
Target sequence (P42858 whole entry, looked up, stated change not applied): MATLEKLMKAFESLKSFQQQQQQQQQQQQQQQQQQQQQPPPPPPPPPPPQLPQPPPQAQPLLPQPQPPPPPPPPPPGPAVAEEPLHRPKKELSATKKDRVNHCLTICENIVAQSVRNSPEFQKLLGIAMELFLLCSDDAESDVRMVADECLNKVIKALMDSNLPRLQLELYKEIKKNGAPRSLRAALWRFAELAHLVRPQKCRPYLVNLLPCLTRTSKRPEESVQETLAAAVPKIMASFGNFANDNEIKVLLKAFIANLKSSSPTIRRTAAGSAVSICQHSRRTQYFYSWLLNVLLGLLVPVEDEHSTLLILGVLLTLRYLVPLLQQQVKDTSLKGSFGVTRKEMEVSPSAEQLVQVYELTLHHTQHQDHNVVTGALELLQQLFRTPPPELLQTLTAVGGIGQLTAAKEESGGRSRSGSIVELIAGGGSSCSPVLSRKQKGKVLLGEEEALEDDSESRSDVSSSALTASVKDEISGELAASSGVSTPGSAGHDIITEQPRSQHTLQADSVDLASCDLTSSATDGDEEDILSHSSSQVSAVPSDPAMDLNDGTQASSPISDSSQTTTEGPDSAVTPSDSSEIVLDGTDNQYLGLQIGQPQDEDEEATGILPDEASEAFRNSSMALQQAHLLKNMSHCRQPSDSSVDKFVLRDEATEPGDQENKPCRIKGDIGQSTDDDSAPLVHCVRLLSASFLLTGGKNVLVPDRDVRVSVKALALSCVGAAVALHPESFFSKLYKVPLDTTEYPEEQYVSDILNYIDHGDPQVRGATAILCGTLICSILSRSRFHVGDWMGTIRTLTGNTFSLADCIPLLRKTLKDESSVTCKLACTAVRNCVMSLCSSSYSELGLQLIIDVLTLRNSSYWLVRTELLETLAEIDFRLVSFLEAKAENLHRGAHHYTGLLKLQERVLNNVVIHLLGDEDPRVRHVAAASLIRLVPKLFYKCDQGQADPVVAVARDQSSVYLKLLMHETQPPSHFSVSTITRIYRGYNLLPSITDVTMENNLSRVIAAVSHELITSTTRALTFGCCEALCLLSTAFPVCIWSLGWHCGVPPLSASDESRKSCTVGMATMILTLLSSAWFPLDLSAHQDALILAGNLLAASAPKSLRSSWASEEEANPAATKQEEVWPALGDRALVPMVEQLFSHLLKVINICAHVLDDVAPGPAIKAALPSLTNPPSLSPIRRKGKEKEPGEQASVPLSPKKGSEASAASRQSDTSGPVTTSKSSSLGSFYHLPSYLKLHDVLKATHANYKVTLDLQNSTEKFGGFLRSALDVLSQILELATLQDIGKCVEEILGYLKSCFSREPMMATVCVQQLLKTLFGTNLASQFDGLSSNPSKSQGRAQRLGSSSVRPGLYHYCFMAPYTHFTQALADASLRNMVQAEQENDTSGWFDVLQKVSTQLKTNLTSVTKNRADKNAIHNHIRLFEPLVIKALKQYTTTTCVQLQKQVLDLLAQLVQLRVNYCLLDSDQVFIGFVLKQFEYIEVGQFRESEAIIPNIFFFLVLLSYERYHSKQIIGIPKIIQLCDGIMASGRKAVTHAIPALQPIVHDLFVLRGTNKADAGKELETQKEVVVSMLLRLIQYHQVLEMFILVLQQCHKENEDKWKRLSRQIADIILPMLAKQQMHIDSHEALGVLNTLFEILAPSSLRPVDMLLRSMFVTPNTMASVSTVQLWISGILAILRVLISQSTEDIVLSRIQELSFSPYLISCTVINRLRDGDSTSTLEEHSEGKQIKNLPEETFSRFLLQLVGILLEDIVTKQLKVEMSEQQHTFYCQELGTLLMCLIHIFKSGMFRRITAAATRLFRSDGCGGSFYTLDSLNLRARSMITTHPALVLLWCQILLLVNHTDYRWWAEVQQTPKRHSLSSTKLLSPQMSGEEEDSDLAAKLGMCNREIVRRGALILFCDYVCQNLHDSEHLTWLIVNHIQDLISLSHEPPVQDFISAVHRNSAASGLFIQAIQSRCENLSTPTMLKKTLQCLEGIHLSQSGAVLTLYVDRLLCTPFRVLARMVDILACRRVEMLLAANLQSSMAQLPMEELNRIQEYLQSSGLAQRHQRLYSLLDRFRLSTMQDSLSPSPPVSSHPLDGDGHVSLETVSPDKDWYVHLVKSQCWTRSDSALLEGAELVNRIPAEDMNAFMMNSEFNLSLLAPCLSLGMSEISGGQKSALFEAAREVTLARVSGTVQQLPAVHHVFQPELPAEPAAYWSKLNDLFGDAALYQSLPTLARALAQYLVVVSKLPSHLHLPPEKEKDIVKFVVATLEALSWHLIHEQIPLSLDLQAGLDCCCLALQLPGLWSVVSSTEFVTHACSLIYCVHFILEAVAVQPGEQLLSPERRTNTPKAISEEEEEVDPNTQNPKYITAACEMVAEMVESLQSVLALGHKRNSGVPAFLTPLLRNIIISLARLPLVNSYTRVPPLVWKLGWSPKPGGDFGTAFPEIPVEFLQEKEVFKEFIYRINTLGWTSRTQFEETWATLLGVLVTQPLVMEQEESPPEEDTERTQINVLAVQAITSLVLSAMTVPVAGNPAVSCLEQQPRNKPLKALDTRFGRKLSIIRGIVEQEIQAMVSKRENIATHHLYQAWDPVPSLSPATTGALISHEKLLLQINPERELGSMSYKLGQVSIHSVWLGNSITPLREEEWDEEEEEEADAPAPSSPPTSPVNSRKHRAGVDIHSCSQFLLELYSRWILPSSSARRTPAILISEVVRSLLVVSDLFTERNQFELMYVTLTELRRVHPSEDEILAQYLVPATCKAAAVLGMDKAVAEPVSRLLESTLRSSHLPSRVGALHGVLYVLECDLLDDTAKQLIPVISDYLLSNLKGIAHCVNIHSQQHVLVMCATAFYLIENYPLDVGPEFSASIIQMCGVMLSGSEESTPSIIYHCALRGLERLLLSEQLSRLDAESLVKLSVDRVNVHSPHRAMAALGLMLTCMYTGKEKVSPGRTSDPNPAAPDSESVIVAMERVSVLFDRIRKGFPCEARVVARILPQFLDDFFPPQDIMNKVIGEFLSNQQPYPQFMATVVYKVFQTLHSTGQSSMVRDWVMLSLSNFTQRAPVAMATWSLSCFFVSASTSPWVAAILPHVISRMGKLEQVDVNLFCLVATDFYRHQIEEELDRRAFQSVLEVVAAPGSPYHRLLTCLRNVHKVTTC
Active calls of the source: *; i = inactive; / = not tested or not shown; & = joins results of further samples. No stated cut-off is given here; in the data, active means inhibition above about 50%; inactive means the rest.

smiles	mHTT CaM bind	Pf apPOL block
O=C(c1ccccc1OCc1ccccc1)C1C(c2ccc(Cl)cc2)N1C1CCCCC1 (configuration not stated)	/	-5
Fc1ccc(C2CC(c3cccnc3)Nc3nnnn32)cc1 (configuration not stated)	2&-2	-6&-14
COc1ccc2c(c1)C1(CCN(S(=O)(=O)c3ccc(F)c(F)c3)C1)C(=O)N2C (configuration not stated)	9	-5
COC(=O)Nc1cccc(NC(=O)OC)c1	-2	-16
COc1ccc2c(c1)C1(CCN(C(=O)NC3CCCCC3)C1)C(=O)N2 (configuration not stated)	7	0
O=c1c2ccccc2nc(-c2ccc([N+](=O)[O-])cc2)n1-c1ccccc1	9	-4
COc1cccc(S(=O)(=O)N2CCC3(C2)C(=O)Nc2ccc(OC)cc23)c1 (configuration not stated)	22	-5
N#Cc1cnc2c(C#N)cnn2c1N	-5	/
COc1cc(=O)oc(C=CC=CC=CC(C)=CC2(C)OC(C)C(C)(O)C2O)c1C (configuration not stated)	/	-9
COc1ccc(CN2CCN(Cc3ccccc3Cl)CC2)cc1Br	11	-1
Cc1c(N=Nc2no[n+]([O-])c2C)no[n+]1[O-]	-5	/
NCC#CCN1CCCCCC1	1	-16
CC(C)N1C(=O)CCC1C(=O)N1CCC2(CC1)OCCO2 (configuration not stated)	-4	-16
CCC12CCCN3CCC4(c5ccccc5NC4C(C(=O)O)C1)C32 (configuration not stated)	/	-16
COc1ccc(C(CC(=O)N2CCC3(CC2)OCCO3)NS(=O)(=O)c2ccc(C)cc2)cc1 (configuration not stated)	-4	6

Arranged by count of non-hydrogen atoms (lowest first): part of the list above.
smiles	mHTT CaM bind	Pf apPOL block
Fc1ccc(C2CC(c3cccnc3)Nc3nnnn32)cc1 (configuration not stated)	2&-2	-6&-14
O=c1c2ccccc2nc(-c2ccc([N+](=O)[O-])cc2)n1-c1ccccc1	9	-4
COc1ccc2c(c1)C1(CCN(S(=O)(=O)c3ccc(F)c(F)c3)C1)C(=O)N2C (configuration not stated)	9	-5
O=C(c1ccccc1OCc1ccccc1)C1C(c2ccc(Cl)cc2)N1C1CCCCC1 (configuration not stated)	/	-5

Next part.
smiles	mHTT CaM bind	Pf apPOL block
CC1=C2C(=O)C3C(CC=C4CC(O)CCC43C)C2CCC12OC1CC(C)CNC1C2C (configuration not stated)	-6	-2
O=C1C2CCCN2C(c2cccs2)N1c1ccccn1 (configuration not stated)	-1	-1
Cc1cc(C(=O)N2CCC3(CC2)OCCO3)no1	/	1
CN1C(=O)N(C)C(=O)C(CCc2ccncc2)(CCc2ccncc2)C1=O	-3	-6
CCOC(=O)[C@]12Cc3cc(Cl)ccc3[C@H]1N(C1CCCCC1)C(=O)c1ccccc12	-20	12
COc1ccccc1C1N(c2ccccn2)C(=O)C2CCCN21 (configuration not stated)	2	-8
COc1ccc(OC)c(-c2c(C)c3cc(OC(=O)N(C)C)ccc3oc2=O)c1	8	-2
CC12CCC3C(CC=C4CC(OC(=O)C=Cc5ccccc5)CCC43C)C1CCC2=O (configuration not stated)	-6	-7
CC(c1c(O)c2ccccc2oc1=O)c1c(O)c2ccccc2oc1=O	5	1
CCn1cc(C(=O)NCc2ccccc2C)c2cccnc21	2	4
COc1ccccc1N1CCN(Cc2ccc(C)cc2)CC1	5	-5
Cc1ccc(CN2CCN(c3ccccc3)CC2)c(C)c1	-3	0
O=C1CC(C(=O)c2cccs2)CO1 (configuration not stated)	/	-11
Cc1nc2cc(Cl)ccc2c(=O)n1-c1ccc(Cl)cc1	/	2
Cc1ccccc1-c1nc2ccccc2c(=O)n1C	-3	-3

Later entries:
smiles	mHTT CaM bind	Pf apPOL block
COC(=O)C1=C(N)Oc2c(oc(CO)cc2=O)C12C(=O)N(CC(N)=O)c1ccccc12 (configuration not stated)	-5	2
CC(=O)c1ccc(N2Cc3ccccc3C2=N)cc1	0	-2
Fc1ccc2c(C3CCNCC3)noc2c1	-3	/
C1CCC2NC3CCCCC3NC2C1 (configuration not stated)	20	/
Cc1ccccc1CN1CC2CC(C1)c1cccc(=O)n1C2 (configuration not stated)	7	5
Cc1cccc(-n2c(C)nc3ccccc3c2=O)c1C	-1	-6
CC(=O)OC1CCC2C3CC=C4CC(OC(=O)c5ccccc5)CCC4(C)C3CCC12C (configuration not stated)	-9	-5
CCCCOc1ccc(CN2CCN(c3ccccc3)CC2)cc1	28	-6
COc1ccn(C)c(=O)c1C#N	/	-8
O=C(CCS(=O)(=O)c1ccc(Br)cc1)N1CCC2(CC1)OCCO2	-8	-2
O=C1CC(=O)N(C2CCCCCC2)C(=O)N1	9	-3
COc1ccc2c(c1)C1(CCN(S(=O)(=O)c3c(C)noc3C)C1)C(=O)N2C (configuration not stated)	0	7
CCC(C)N1CCN(Cc2ccccc2)CC1 (configuration not stated)	5	2
CC(=O)[C@H]1CCC2C3CC[C@H]4C[C@H](O)CC[C@]4(C)C3CC[C@@]21C (some centres not stated)	/	-3
N/C(=N\[N+](=O)[O-])Nc1ccc(NC(=O)c2ccco2)cc1	i	-1

More results
smiles	mHTT CaM bind	Pf apPOL block
O=[N+]([O-])c1ccccc1CN1CCN(c2ccc(Cl)cc2)CC1	24	-2
COc1cc(/C=C2\C(=O)NC(=O)N(c3ccccc3)C2=O)cc(OC)c1O	3	3
COc1cccc(CN2CCN(C)CC2)c1O	-2	-2
CNC(=S)NNC(=O)C1C2CCN(CC2)C1SCc1ccc(Cl)cc1 (configuration not stated)	/	-6
COc1ccccc1-n1c(/C=C/c2ccc3c(c2)OCO3)nc2ccccc2c1=O	5	16
CCOc1cc(/C=C/[N+](=O)[O-])cc(I)c1O	57*	-2
COc1ccc(OC)c(NC2=NCCS2)c1	/	3
COc1ccc(CCNCc2ccccn2)cc1OC	12	1
CC(C)NCC(O)c1ccc([N+](=O)[O-])cc1 (configuration not stated)	-2&-5	-2&-3
COc1ccc(CC(=O)N2CCN(C)CC2)cc1	1	-6
Cc1cc(NCCNc2ccc([N+](=O)[O-])cc2)n2c(nc3ccccc32)c1C#N	4	-3
Cc1ccc(C)c(CN2CCN(CCO)CC2)c1	3	-6
CCc1cc2c(=O)c(-c3ccc4c(c3)OCCO4)coc2cc1OC(=O)N(C)C	8	-1
COCCCNC1CCN(C)CC1	-4	/
CC(=O)c1ccc(N2CCN(Cc3ccc(C)cc3)CC2)cc1	13	-2

6 successive compounds already listed, for reference:
smiles	mHTT CaM bind	Pf apPOL block
COc1ccc(CC(=O)N2CCN(C)CC2)cc1	1	-6
Cc1cc(NCCNc2ccc([N+](=O)[O-])cc2)n2c(nc3ccccc32)c1C#N	4	-3
Cc1ccc(C)c(CN2CCN(CCO)CC2)c1	3	-6
CCc1cc2c(=O)c(-c3ccc4c(c3)OCCO4)coc2cc1OC(=O)N(C)C	8	-1
COCCCNC1CCN(C)CC1	-4	/
CC(=O)c1ccc(N2CCN(Cc3ccc(C)cc3)CC2)cc1	13	-2

Compound profiles, as listed above:
Fc1ccc2c(C3CCNCC3)noc2c1 in the list: mHTT CaM bind = -3; Pf apPOL block = /
Cc1ccc(CN2CCN(c3ccccc3)CC2)c(C)c1 in the list: mHTT CaM bind = -3; Pf apPOL block = 0

(more compounds)
smiles	mHTT CaM bind	Pf apPOL block
C=CCC1(NCCc2ccccc2)CCCCC1	-7	-16&-2
Cc1noc(C)c1CN1CCN(C(=O)Cc2ccc(SC(C)C)cc2)CC1	12	-24
CC12CC(=O)C3C(CCC4=CC(=O)CCC43C)C1CCC2=O (configuration not stated)	-3	/
COc1cc(/C=C/[N+](=O)[O-])cc(Br)c1O	52*	-1
O=C(NC(Oc1ccccc1Cl)C(Cl)(Cl)Cl)c1ccco1 (configuration not stated)	1	4
CNc1ccc([N+](=O)[O-])c2cccnc12	13	-2
COc1ccc2c(c1)C1(CCN(C(=O)NC(C)C)C1)C(=O)N2C (configuration not stated)	-3	21
CCN1CCC2(CCNC2)C1 (configuration not stated)	-3	-12
Cc1ccc(C(CN)CC(=O)O)cc1 (configuration not stated)	-4	0
Nc1ccc2c(c1)C13CCN4CC5=CCOC6CC(=O)N2C1C6C5CC43 (configuration not stated)	-3	-3
Nc1nc2nonc2n2nnnc12	-6	/
Cc1cc(Br)c2[nH]cc(CCN)c2c1	7	0
CCOc1ccc(CNCCc2ccc(OC)c(OC)c2)cc1	2	-5
COc1ccc(C=C2Oc3cc(OC(=O)N(C)C)ccc3C2=O)cc1	4	-3
CCN1CCN(Cc2ccc(OC)c(C)c2)CC1	0	1

(further entries)
smiles	mHTT CaM bind	Pf apPOL block
COc1ccc2c(c1)C1(CCN(S(=O)(=O)c3ccc(F)cc3F)C1)C(=O)N2 (configuration not stated)	-4	-5
COC(=NC1CCCC1)C(O)c1c[nH]c2ccccc12 (configuration not stated)	-1	-2
Cc1nc(-c2ccccc2)oc1CC(=O)N1CCN(C)CC1	5	-1
O=[N+]([O-])c1ccc(CN2CCN(Cc3ccccc3F)CC2)cc1	9	0
COc1ccc(NC(=O)CN2C(=O)C(C)N=C(c3ccccc3)c3ccccc32)c(OC)c1 (configuration not stated)	28	-14
O=C(CN1C(=O)CN=C(c2ccccc2)c2cc(Cl)ccc21)Nc1ccccc1C(F)(F)F	26	-6
Cc1ccc(-n2c(/C=C/c3cccc([N+](=O)[O-])c3)nc3ccccc3c2=O)cc1	1	-1
CCc1nn2c(=O)cc(N3CCNCC3)nc2s1	5	-4
COc1cc(CNCCc2cccc(F)c2)c([N+](=O)[O-])cc1OC	2	1
CCCN1CCc2cc(O)cc3c2[C@H]1Cc1ccc(O)c(O)c1-3	/	-10
Cc1cccc(OP(=O)(Nc2cccnc2)Oc2cccc(C)c2)c1	7	-3
COc1ccc(CN2CCN(c3cccc(C)c3C)CC2)cc1	0	-6
COc1cc[n+](OC(=O)N2CCCCC2)c(C)c1	-2	1
COc1ccc(C2(CN)CCCC2)cc1OC	-4	-7
Cc1cc(C=O)c(C)n1C1CC1	4	/

The list goes on.
smiles	mHTT CaM bind	Pf apPOL block
Brc1ccc(CN2CCN(c3ccccc3)CC2)cc1	1	-6
O=[N+]([O-])c1ccc(N2CCNCC2)cc1NCc1ccco1	17	7
CCNc1cc2oc(=O)cc(C(F)(F)F)c2cc1C	-39	-4
CC1N=C(c2ccccc2)c2ccccc2N(CC(=O)NCCc2ccccc2)C1=O (configuration not stated)	-3	-13
Cc1cc(OCC(=O)Nc2ccc3c(C(F)(F)F)cc(=O)oc3c2)cc(C)c1Cl	-1	-10
Cc1ccc(C2=NCC(=O)Nc3ccc(Br)cc32)cc1	97*	-69
Cc1c(C(=O)O)cc(-c2ccccc2)n1Cc1ccccc1	8	-2
O=c1oc2cc([N+](=O)[O-])c(O)c([N+](=O)[O-])c2s1	68*	-4
CCCC12CN3CCN(CC(C3)C1O)C2 (configuration not stated)	0	-2
Cc1ccccc1CN1CCN(c2ccccc2F)CC1	-35	-6
CCCCCCC(=O)OC1CCC2(C)C(=CCC3C4CCC(=O)C4(C)CCC32)C1 (configuration not stated)	-15	-8
O=c1cccc2n1CC1CC2CN(Cc2ccc3c(c2)OCO3)C1 (configuration not stated)	1	1
CC(N)C(=O)OC(C)(C)Cc1ccc(Cl)cc1 (configuration not stated)	/	12
CCc1ccc(CN2CCN(c3ccc([N+](=O)[O-])cc3)CC2)cc1	32	3
O=[N+]([O-])c1ccc(Cl)c(Cl)c1Cl	10	/

Continued.
smiles	mHTT CaM bind	Pf apPOL block
CCC1CO/C(=C(\C=C(/Cl)[N+](=O)[O-])[N+](=O)[O-])N1Cc1ccc(Cl)nc1 (configuration not stated)	11	6
COc1ccccc1-n1c(Cc2ccccc2)nc2ccccc2c1=O	-8	-6
Cc1nn(-c2ccccc2)c2c1C(c1ccccc1)SCC(=O)N2 (configuration not stated)	24	-1
c1ccc2c(CN3CCC(N4CCCCC4)CC3)c[nH]c2c1	0	-4
O=C(O)C1Cc2cc(C(F)(F)F)ccc2N2CCCCC12 (configuration not stated)	50*	3
COc1cc(OC)c(OC)cc1CN1CCN(C)CC1	1	-6
CC1CN(c2ccc([N+](=O)[O-])cc2Cl)CC(C)N1 (configuration not stated)	2	0
CN1C2C=C3[C@H](C1CC2)[C@@H](c1ccc(Cl)cc1)C(C#N)=C(N)C3(C#N)C#N (some centres not stated)	-4	/
CCC(C)n1[nH]c(=O)c2c1NC(=O)CSC2c1ccc(OCc2ccccc2)cc1 (configuration not stated)	14	-5
CCCCOc1ccc(CN2CC3CC(C2)c2cccc(=O)n2C3)cc1 (configuration not stated)	21	-8
CC(C)C/C(=N/O)c1c[nH]c2ccccc12	i	/
O=[N+]([O-])c1ccc(NCCNCCOc2nonc2-c2ccccc2)c2ncccc12	35	2
COc1ccc(-n2c(/C=C/c3ccc(N(C)C)cc3)nc3ccccc3c2=O)cc1	-17	0
Cc1ccc(C)c(N2CCN(Cc3ccccc3)CC2)c1	-10	3
O=C(CN1N=C(c2ccccc2)CCC1=O)N1CCC2(CC1)OCCO2	-5	-8

Following part
smiles	mHTT CaM bind	Pf apPOL block
COc1ccccc1CC(=O)N1CCCN(C2CCN(CC3CC3)C2=O)CC1 (configuration not stated)	5	3
O=c1cccc2n1CC1CC2CN(Cc2cccc(OCc3ccccc3)c2)C1 (configuration not stated)	28	7
CCCn1cc(C(=O)NCCN(C)C)c2cccnc21	-2	1
O=C(Cc1ccccc1)N1CCN(C(C(=O)N2CCOCC2)C2CCCC2)CC1 (configuration not stated)	11	-3
COc1ccc(CN2CCN(c3ccccc3F)CC2)cc1	-3	-9
COc1ccc2c(c1)C1(CCN(S(=O)(=O)c3ccc(NC(C)=O)cc3)C1)C(=O)N2C (configuration not stated)	16	8

Some of the compounds tested; count on the stated rates, not on these rows.
